Tau ThT inhib = tau fibrillization inhibition (ThT binding); AID 1460; 270,000 tested, 2.1% active; recombinant tau K18 P301L, heparin-induced fibrillization, ThT fluorescence; P10636; Potency, µM (doses to about 57.4 µM), inactives show top-dose activity, negative = inhibition, usual class: inhibitors; note: % is set by controls: 0 for no effect and ±100 for the full control effect; nearly all actives have a fitted effect of over 55% in size
Target sequence (P10636 561-689 P618L limits assumed): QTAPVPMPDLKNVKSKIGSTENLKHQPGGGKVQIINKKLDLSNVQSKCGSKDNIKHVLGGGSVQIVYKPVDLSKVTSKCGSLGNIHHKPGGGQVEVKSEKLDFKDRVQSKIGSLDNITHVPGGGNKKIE
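Tau K18 P301L fragment (15 uM unlabeled plus 0.24 uM Alexa 594-labeled) in 100 mM sodium acetate pH 7 with compound, fibrillization induced by 20 uM heparin for 6 hr at 37 C. Thioflavin T (30 uM) added, fluorescence read after 1 hr (ex 450, em 510 nm).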
Tau fibril FP = tau fibrillization inhibition (FP); K18 P301L tau heparin fibrillization, Alexa594 FP, 6 h; Potency, µM (series often up to 57.7 µM), without a hit: at the top dose activity, negative = inhibition, hits mostly inhibitors; 280,000 tested, 0.39% active; AID 1468; note: % is set by controls: 0 for no effect and ±100 for the full control effect; nearly all actives have a fitted effect of over 55% in size
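Heparin (20 uM) drove fibril formation of recombinant tau K18 P301L, 15 uM unlabeled with 0.24 uM Alexa 594 label, for 6 hr at 37 C in 100 mM sodium acetate pH 7. Fluorescence polarization (555/632 nm) read 1 hr after 30 uM ThT.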
HttQ103 aggreg = reduces HttQ103-GFP aggregates in PC12 cells. Potency, µM (series often up to 46.1 µM), for the others: top-dose activity change, negative = inhibition, hits mostly inhibitors. 220,000 tested, 1.1% active. AID 1688. PC12 HttQ103-GFP aggregates, Acumen cytometry, 40 h; note: % is set by controls: 0 for no effect and ±100 for the full control effect; nearly all actives have a fitted effect of over 60% in size
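PC12 cells stably carrying ecdysone-inducible HTT exon 1 Q103–GFP were induced with tebufenozide (100 nM final) and treated with library compounds in titration. GFP aggregates in lysates were counted by laser scanning cytometry.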
SMN2 splice up = enhancers of SMN2 splice variant expression. HEK293 SMN2-luciferase splicing reporter, luminescence, 30-36 h. Potency, µM (doses to about 46.1 µM), for the others: at the top dose activity change, positive = activation, most hits filed as activators. 210,000 tested, 2.8% active; note: % of control where 0% means no effect; nearly all actives have a fitted effect of over 55% in size
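qHTS luciferase splicing reporter: luminescence rises when SMN2 exon 7 is included in transfected HEK293 cells. Compound exposure lasted 30-36 h at 37C, with 4.5 mM final sodium butyrate as control, followed by a ONE-Glo read.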
JMJD2E inh = inhibitors of human JMJD2E histone demethylase | 230,000 tested, 1.6% active | AID 2147 | JMJD2E catalytic domain, FDH-coupled NADH fluorescence (FDH is formaldehyde dehydrogenase) | Potency, µM (top dose mostly 57.1 µM), without a hit: at the highest dose activity change, negative = inhibition, usual class: inhibitors | B2RXH2; active = well fitted inhibition curve with a large enough effect, not every such curve was filed as active; inconclusive = small, poorly fitted or top-dose-only effect, or another doubt; inactive = no such curve, though single readings can be large or run the other way;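 note: 0% = wells with enzyme and -100% = buffer wells without enzyme; nearly all actives have a fitted effect of over 50% in size; many of its hits are not listed in these tables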
Target sequence (B2RXH2 1-337 limits assumed): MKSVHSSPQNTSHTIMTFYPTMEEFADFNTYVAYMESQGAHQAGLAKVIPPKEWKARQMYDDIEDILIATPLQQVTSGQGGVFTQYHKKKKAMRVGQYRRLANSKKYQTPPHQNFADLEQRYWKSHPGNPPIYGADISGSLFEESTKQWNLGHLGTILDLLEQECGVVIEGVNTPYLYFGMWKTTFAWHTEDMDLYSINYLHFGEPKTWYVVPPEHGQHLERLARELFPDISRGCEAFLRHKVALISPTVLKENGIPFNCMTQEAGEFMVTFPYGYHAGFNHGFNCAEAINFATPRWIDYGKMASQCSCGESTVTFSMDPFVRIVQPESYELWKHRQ
Tau fluor cs = counter-screen for tau fibril formation inhibitors; tau K18 P301L (four-repeat tau fragment) Alexa594 fluorescence, heparin fibrillization; Potency, µM (titrated, usually from 57.7 µM), without a hit: at the highest dose activity change, negative = decrease; 280,000 tested, 0.93% active; note: % is set by controls: 0 for no effect and ±100 for the full control effect; nearly all actives have a fitted effect of over 55% in size
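Human K18 P301L tau (15 uM unlabeled plus 0.24 uM Alexa 594-labeled, final) in 100 mM sodium acetate pH 7 was mixed with compound and 20 uM heparin and incubated 6 hr at 37 C.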
ALDH1A1 block = inhibitors of human aldehyde dehydrogenase 1A1 | P00352 | Purified ALDH1A1, NADH fluorescence, propionaldehyde substrate | Potency, µM (titrated, usually from 75.3 µM), without a hit: top-dose activity, negative = inhibition, hits mostly inhibitors | 220,000 tested, 7.3% active | AID 1030; active = well fitted inhibition curve with a large enough effect, not every such curve was filed as active; inconclusive = small, poorly fitted or top-dose-only effect, or another doubt; inactive = no such curve, though single readings can be large or run the other way;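 note: plate controls were no enzyme wells and a reference inhibitor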
Target sequence (P00352 whole entry, looked up): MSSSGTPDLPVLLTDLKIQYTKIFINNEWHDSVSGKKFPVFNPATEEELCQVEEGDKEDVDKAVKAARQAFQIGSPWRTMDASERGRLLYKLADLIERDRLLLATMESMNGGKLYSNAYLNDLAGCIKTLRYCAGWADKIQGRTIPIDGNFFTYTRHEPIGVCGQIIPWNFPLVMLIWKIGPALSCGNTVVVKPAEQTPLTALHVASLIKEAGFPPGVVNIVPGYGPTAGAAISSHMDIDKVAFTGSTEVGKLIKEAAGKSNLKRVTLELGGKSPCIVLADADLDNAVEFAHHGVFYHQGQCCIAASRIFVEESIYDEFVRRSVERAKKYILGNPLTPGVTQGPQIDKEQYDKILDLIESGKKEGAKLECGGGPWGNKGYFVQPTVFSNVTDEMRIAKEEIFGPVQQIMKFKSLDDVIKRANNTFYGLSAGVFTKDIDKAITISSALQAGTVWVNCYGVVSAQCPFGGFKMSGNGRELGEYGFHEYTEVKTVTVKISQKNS
HTT cytoprotect = protects HTT-Q103 PC12 cells, measured by ATP; PC12 HTT-Q103 induced, cytoprotection, ATP luminescence, 40 h; Potency, µM (highest dose often 56.4 µM), without a hit: cytoprotection (ATP increase), most hits filed as activators; 230,000 tested, 0.14% active; AID 1471;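 note: % of control where 0% means no effect; nearly all actives have a fitted effect of over 45% in size; toxic huntingtin expression switched on by the ecdysone agonist tebufenozide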
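PC12 cells stably carrying ecdysone-inducible Htt exon 1 (Q103)–GFP were induced with 100 nM tebufenozide (final) alongside library compounds in a dose series. Cytoprotection was scored as retained ATP by ATPlite luminescence.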
* marks the source's active call; other numbers are inactive results; i = inactive; ? = inconclusive; . = no result given; & = joins results of further samples; [ ] = remark or other dose. Unless noted, calls come from the whole dose curve; as a rule, active = well fitted curve in the direction sought with a large enough effect; inconclusive = small, poorly fitted or top-dose-only effect, or another doubt; inactive = no such curve, though single readings can be large; an effect the other way counts as inactive or inconclusive. Potency is the fitted concentration of half-maximal effect.

item | compound | Tau ThT inhib | Tau fibril FP | HttQ103 aggreg | SMN2 splice up
1 | CCOC(=O)c1c(C)c(C(=O)Nc2cc(OC)ccc2OC)c(C)n1CC | ? | -3% | 17% | 5%
2 | Cc1ccc(C(=O)N/C(=C\c2cccs2)C(=O)NCCc2c[nH]c3ccccc23)cc1C | -10% | 18% | -8% | 17%
3 | O=C(COC(=O)c1ccccc1F)Nc1cc(S(=O)(=O)N2CCOCC2)ccc1N1CCCC1 | 5% | -3% | 24% | 1%
4 | NC(=O)CSc1nnc(-c2ccc(S(=O)(=O)N3CCCCC3)cc2)n1-c1ccccc1 | -12% | -7% | 3%[9.22 µM] | -4%
5 | O=C(CCCCn1c(=O)c2ccccc2n(CC(=O)Nc2ccccc2)c1=O)NCc1ccco1 | 6% | 9% | -3% | 2%
6 | Cc1ccc(C)c(Cn2c3ccccc3c3cnn(CC(=O)NCCc4ccccc4)c(=O)c32)c1 | 5% | 5% | . | 0%
7 | CCOc1cccc(CNn2cnnc2)c1OCc1ccccc1Cl | -6% | -1% | 9% | -9%
8 | COc1ccc2nc(COC(=O)c3ccco3)c(C(C)=O)[n+]([O-])c2c1 | -17% | 1% | 15% | -19%
9 | CCC1Oc2nc(SC)nnc2-c2ccccc2N1C(=O)c1ccccc1 (stereo not given) | -10% | 7% | 4% | 21%
10 | CC1=NN(/C(=N\c2nnc(C)s2)Nc2ccc(C)cc2)[C@H](c2ccc(C)cc2)S1 | -12% | 7% | -2% | -1%
11 | Cc1n[nH]c(=O)nc1N1CCc2ccccc2C1 | 2% | 1% | 4% | -5%
12 | COc1ccc(Cl)cc1S(=O)(=O)NCc1cccnc1 | -5% | 13% | 8% | -31%
13 | CCOc1cccc(C(=O)NC(=S)Nc2ccc3c(c2)OCCO3)c1 | ? | ? | -6% | 30%
14 | CN1CCN(C(=O)CC23CC4CC(CC(C4)C2)C3)CC1 | 1% | 9% | 12% | 10%
15 | COc1cc(SC)ccc1C(=O)N(Cc1ccccc1)c1ccccn1 | -4% | 2% | 6%[9.22 µM] | .

item | JMJD2E inh | Tau fluor cs | ALDH1A1 block | HTT cytoprotect
1 | 1% | -25% | ? | -60%[inhibitor]
2 | -5% | ? | ? | -44%[inhibitor]
3 | -1% | 3% | -11% | -21%
4 | ? | -13% | 16µM* | -3%
5 | -4% | 1% | -8% | 14%
6 | . | -1% | . | .
7 | 4% | -5% | 0% | -10%
8 | -1% | -10% | -10% | -1%[0.074 µM]
9 | 2% | 3% | -7% | -8%
10 | -12% | 0% | ? | 3%[1.9 µM]
11 | 1% | 3% | 4% | -2%
12 | 1% | 2% | -14% | 4%
13 | -7% | ? | 4µM* | -34%[inhibitor]
14 | -2% | 5% | 3% | 2%
15 | -18% | -3% | 3% | 18%[10 µM]

The listing continues:
item | compound | Tau ThT inhib | Tau fibril FP | HttQ103 aggreg | SMN2 splice up
16 | CCOC(=O)c1ccc(NC(=O)C2CCN(C(=O)c3ccc(OC)c(OC)c3)CC2)cc1 | -6% | -1% | ? | -89%[inhibitor]
17 | N#Cc1ccc(/C=N/NC(=O)c2cc(-c3cccs3)nc3ccccc23)cc1 | -11% | ? | 18% | 7%
18 | COc1cc(OC)cc(C(=O)NC(=S)Nc2ccc(Cl)c(C(=O)O)c2)c1 | -2% | -3% | -9% | ?
19 | Cc1cc(NC(=O)CSc2nc(-c3cccnc3)ccc2C#N)no1 | ? | 1% | 0% | -13%
20 | CC(C)c1ccc(NC(=O)CNC(=O)Cn2ccc3ccccc3c2=O)cc1 | 5% | -16% | . | 4%
21 | O=C(O)c1c[nH]c(=S)n1-c1ccc(F)cc1 | -3% | 3% | 3% | 4%
22 | Cn1cc(Cl)c(C(=O)NC2CCCC2)n1 | -6% | 0% | -10% | 25%
23 | Nc1cc(-c2cccc([N+](=O)[O-])c2)[nH]n1 | -14% | 1% | -27% | 10%
24 | COc1ccc(C(=O)NC2(C(F)(F)F)N=C3SCCN3C2=O)cc1 (stereo not given) | -6% | 2% | 10% | 4%
25 | Cc1cccc(N2CCN(C(=O)C3CCN(S(=O)(=O)N4CCOCC4)CC3)CC2)c1C | ? | 7% | -18% | -50%[inhibitor]
26 | Nn1c(COc2ccccc2)nnc1SCC(=O)O | 3% | 9% | -5% | 5%
27 | O=C(c1ccc(=O)oc1)N1CCN(c2ccc(F)cc2)CC1 | -4% | -1% | 13%[9.22 µM] | 1%
28 | CCOc1ccc(N(C(=O)CNS(=O)(=O)c2ccccc2)C(CC)C(=O)NCc2ccco2)cc1 (stereo not given) | -1% | 6% | -23%[9.22 µM] | .
29 | O=C(CCSc1ccccc1)Nc1ccc(OCc2ccccc2)cc1 | -11% | -7% | 8% | 8%
30 | O=C1NC(=O)C(Cc2ccccc2)(c2cccnc2)N1 (stereo not given) | 8% | -11% | 6%[9.22 µM] | .

item | JMJD2E inh | Tau fluor cs | ALDH1A1 block | HTT cytoprotect
16 | 2% | -6% | ? | ?
17 | ? | ? | i | 15%[1.9 µM]
18 | ? | -3% | -4% | 9%
19 | ? | -7% | ? | 21%
20 | . | -5% | . | .
21 | -9% | 1% | -1% | -15%
22 | -6% | 2% | -1% | -1%[10 µM]
23 | -4% | -8% | -1% | 35%[10 µM]
24 | 0% | 1% | 11% | 2%[0.074 µM]
25 | 5% | -13% | ? | 1%
26 | 10% | 7% | 13% | -11%[10 µM]
27 | ? | 7% | ? | 22%
28 | ? | 10%[2.34 µM] | -4% | -35%[10 µM]
29 | -3% | -5% | 6% | -15%
30 | 3% | 6% | . | 16%[10 µM]

Next results follow.
item | compound | Tau ThT inhib | Tau fibril FP | HttQ103 aggreg | SMN2 splice up
31 | COc1cc(C(=O)O)nc(OC)n1 | -4% | 2% | -12% | 4%
32 | CCOc1c(Cl)cc(C(=O)NCCN2CCCCC2)cc1Cl | 1% | -1% | -32% | 25%
33 | C=CCN1C=C2C(=O)C(C)(OC(=O)C3CCCC3)C(=O)C=C2C=C1c1ccsc1 (stereo not given) | ? | 1%[11.6 µM] | -9%[9.22 µM] | -1%[9.22 µM]
34 | CC(C)CCN1C(=O)c2ccc(-c3nc4ccccc4c(=O)o3)cc2C1=O | -2% | 5% | 8% | 3%
35 | COC(=O)CSc1cc(SCC(=O)OC)c(C#N)c(SCC(=O)OC)c1 | ? | -3% | 5% | 0%
36 | O=C(/C=C/c1ccc([N+](=O)[O-])cc1)NCCc1ccccc1 | ? | -5% | 20%[9.22 µM] | 5%
37 | CCOC(=O)C(=O)Nc1ccc(S(=O)(=O)Nc2ncccn2)cc1 | -4% | 4% | 4% | -18%
38 | COc1ccc(Cl)cc1N(CC(=O)NC(C)(C)C)S(=O)(=O)c1ccc(C)c([N+](=O)[O-])c1 | -14% | 4% | 14% | 5%[1.84 µM]
39 | COc1ccc(C2C(C(C)=O)=C(O)C(=O)N2CCc2c[nH]c3ccccc23)cc1 (stereo not given) | 4% | -1% | 18%[9.22 µM] | .
40 | COc1ccc(C(=O)COC(=O)C(CC(C)C)N2C(=O)c3ccccc3C2=O)cc1 (stereo not given) | -3% | ? | -7% | -9%
41 | Cc1ccc(NC(=O)CS(=O)CC(=O)NC(C)CCc2ccco2)cc1Cl (stereo not given) | 2% | -8% | 2% | -7%
42 | Cn1c(CCCNC(=O)c2cccs2)nc2ccccc21 | -2% | 3% | -13% | ?
43 | COC(=O)c1ccc(Oc2ccc(C(C)(C)C)cc2)c([N+](=O)[O-])c1 | -11% | 1% | -1% | -9%
44 | COc1ccccc1CN1C(=O)c2cccc3cccc(c23)C1=O | 4% | 1% | -19% | 1%
45 | O=C(CC(c1ccccc1)c1cc(Br)ccc1O)NCCN1CCOCC1 (stereo not given) | 16% | 5% | 4% | ?

item | JMJD2E inh | Tau fluor cs | ALDH1A1 block | HTT cytoprotect
31 | -40% | -5% | -5% | -27%
32 | 4% | -9% | 2% | 5%
33 | ? | -8%[11.6 µM] | -14%[13.5 µM] | -19%&-3%[10 µM]
34 | -7% | -1% | 7.1µM* | 0%
35 | -25% | ? | ? | -35%
36 | 0% | -15% | -7% | -101%[inhibitor]
37 | -1% | 1% | 8% | 9%
38 | 7% | -22% | -3% | 1%[10 µM]
39 | 3% | -1% | ? | 11%[10 µM]
40 | -5% | -26% | 0% | 0%[10 µM]
41 | 4% | -7% | ? | -18%
42 | 7% | 0% | 7% | 2%[0.074 µM]
43 | -4% | -14% | ? | 10%
44 | ? | -12% | -11% | 8%[10 µM]
45 | -1% | 10% | -64% | 8%

Results in Tau fibril FP (4 entries from above):
cpd	SMILES	Tau fibril FP
40	COc1ccc(C(=O)COC(=O)C(CC(C)C)N2C(=O)c3ccccc3C2=O)cc1 (stereo not given)	?
42	Cn1c(CCCNC(=O)c2cccs2)nc2ccccc21	3%
33	C=CCN1C=C2C(=O)C(C)(OC(=O)C3CCCC3)C(=O)C=C2C=C1c1ccsc1 (stereo not given)	1%[11.6 µM]
45	O=C(CC(c1ccccc1)c1cc(Br)ccc1O)NCCN1CCOCC1 (stereo not given)	5%

(continued)
item | compound | Tau ThT inhib | Tau fibril FP | HttQ103 aggreg | SMN2 splice up
46 | CN(CCC#N)c1ncnc2scc(-c3ccccc3)c12 | 1% | -5% | -23% | -19%
47 | Cc1cc(C)c2nc(SCCc3ccccc3)nc(C)c2c1 | ? | 4% | 7%[1.84 µM] | -19%
48 | Cc1ccc(NC(=O)CC2S/C(=N/N=C3\CCCc4ccccc43)NC2=O)cc1 (stereo not given) | -10% | -17% | ? | -7%
49 | O=[N+]([O-])c1cccnc1N1CCC(c2cc(-c3ccc(Cl)cc3Cl)n[nH]2)CC1 | 13µM* | -9% | ? | -20%

item | JMJD2E inh | Tau fluor cs | ALDH1A1 block | HTT cytoprotect
46 | -2% | -2% | -5% | -22%
47 | -18% | -14% | 8% | -11%
48 | -4% | ? | 13% | 39%[10 µM]
49 | -4% | ? | 0% | -22%

Tau ThT inhib: hit marks shown above
cpd	Compound	Tau ThT inhib	Tau fibril FP	HttQ103 aggreg	SMN2 splice up	JMJD2E inh	ALDH1A1 block
49	O=[N+]([O-])c1cccnc1N1CCC(c2cc(-c3ccc(Cl)cc3Cl)n[nH]2)CC1	13µM*	-9%	?	-20%	-4%	0%

Compound activity (PubChem BioAssay)

These rows are one share of the data; rates above refer to the full screens.
